TIM10 inh: growth inhibitors of isogenic TIM10 control yeast, primary screen, counter-screen for tim10-1 yeast inhibitor project, luminescence, uHTS; S. cerevisiae TIM10 strain growth, BacTiter-Glo luminescence, 24 h; inhibition, % at 10 µM; 330,000 compounds, 1.4% hits;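 active = inhibition of 40% or more at the single tested concentration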;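 also: wild-type TIM10 isogenic control strain grown at permissive 25 °C; 0% = DMSO yeast wells and 100% = minimal medium wells without yeast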
beta cell repl: inducers of MIN6 beta-cell proliferation, primary screen, ATP luminescence, uHTS. MIN6 cells proliferation, ATPlite luminescence, 48 h; cells starved in 0.2% serum; 100% = growth in 10% serum. proliferation, % at 10 µM. 330,000 compounds, 0.29% hits;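 active = compounds whose signal lies at least 3.5 SD above the mean of all wells on their plate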;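 also: 0% = DMSO-treated cells in low-serum medium and 100% = 10% serum control; some compounds called inactive have numbers as strong as hits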
tim23-1 inh: growth inhibitors of tim23-1 mutant yeast, primary screen, luminescence, uHTS. AID 463212, 2010. inhibition, % at 20 µM. 330,000 compounds, 1.3% hits. S. cerevisiae tim23-1 growth, BacTiter-Glo luminescence, 24 h;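 active = growth inhibition of the mutant yeast at or above 50%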;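 also: temperature-sensitive mutant grown at 25 °C; plate controls were DMSO-treated mutant yeast for no effect and medium wells lacking yeast for full effect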
tim10-1 inh: growth inhibitors of tim10-1 mutant yeast, primary screen, luminescence, uHTS | S. cerevisiae tim10-1 ts strain growth, BacTiter-Glo, 24 h | inhibition, % at 20 µM | 330,000 compounds, 2.2% hits | AID 463190, 2010;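 active = inhibition of at least 40%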;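 also: mutant grown at 25 °C; 0% = DMSO wells with yeast and 100% = wells holding no yeast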
NALP3 yeast inh: NALP3 inflammasome inhibitors in reconstituted yeast, primary screen, luminescence, uHTS; inhibition, % at 10 µM; 330,000 compounds, 0.39% hits; Yeast reconstituted NLRP3/ASC/caspase-1, beta-gal luminescence, 24 h; AID 2825, 2010;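 active = inhibition of 50% or more; inactive = inhibition below 50%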;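 also: plate controls were induced DMSO wells for no effect and uninduced yeast grown without galactose for full effect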
APJ agonist: agonists of human apelin receptor APJ, primary screen, CHO-K1 cells, PathHunter beta-arrestin, luminescence. P35414. 0% DMSO wells, 100% apelin. activation, % at 20 µM. 330,000 compounds, 0.11% hits. AID 2520, 2010;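 active = activation more than six SD over the plate average, tested at 20 µM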;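 also: 0% = DMSO alone and 100% = apelin-13 at 10 nM; some results filed as inactive read as strong as hits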
Target sequence (P35414 whole entry, looked up): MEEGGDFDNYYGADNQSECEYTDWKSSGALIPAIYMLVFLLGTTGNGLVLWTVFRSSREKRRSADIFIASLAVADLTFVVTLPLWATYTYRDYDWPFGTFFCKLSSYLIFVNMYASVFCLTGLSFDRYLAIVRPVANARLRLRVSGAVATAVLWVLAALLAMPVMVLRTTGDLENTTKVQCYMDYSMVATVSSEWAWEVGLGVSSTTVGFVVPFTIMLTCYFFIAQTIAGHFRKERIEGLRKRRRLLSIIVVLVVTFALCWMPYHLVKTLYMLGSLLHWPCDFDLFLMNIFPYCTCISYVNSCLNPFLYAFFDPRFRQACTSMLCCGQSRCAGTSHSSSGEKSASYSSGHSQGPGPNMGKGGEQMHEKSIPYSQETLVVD
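assay system = CHO-K1 APJ beta-arrestin complementation cell line | input = cell density 1000 per well | dosing = compound 20 µM once, DMSO 1% | timing = compound 90 min 25 °C, reagent 1 h | measured by = luminescence from split beta-galactosidase complementation, Galacton Star/Emerald II substrate | read-out basis = APJ agonist activity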
NR3A LBD binder: binders of NR3A ligand-binding domain, primary screen, biophysical, differential scanning fluorimetry, uHTS; Tm shift relative to glycine control, % at 25 µM; 340,000 compounds, 2.5% hits; Glutamate receptor ionotropic, NMDA 3A (GRIN3A) ligand-binding domain; NR3A LBD differential scanning fluorimetry, Tm shift; 0% = protein alone, 100% = glycine-bound protein;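 active = melting temperature shift of at least 10% of the positive control shift, at one fixed dose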
MPTP block: mitochondrial permeability transition pore inhibitors, primary screen, biochemical, isolated mouse mitochondria, absorbance; inhibition, % at 10 µM; AID 602449, 2012; Ca2+ swelling absorbance, 30 min; 360,000 compounds, 1.4% hits;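 active = inhibition of 50% or more, scaled per plate between neutral and stimulator controls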;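 also: 0% = DMSO wells given calcium and 100% = 1 mM EGTA wells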
APJ antag: antagonists of human apelin receptor APJ, primary screen, CHO-K1 cells, beta-arrestin complementation, luminescence; P35414; inhibition, % at 20 µM; 330,000 compounds, 0.32% hits;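 active = inhibition above about 40% at 20 µM, limit read from the data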;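 also: cells challenged with 10 nM apelin-13 agonist together with compound; plate controls were apelin-13 plus DMSO wells for no effect and DMSO wells lacking apelin-13 for full effect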
The depositor's hits bear a star.

SMILES	TIM10 inh	beta cell repl	tim23-1 inh	tim10-1 inh	NALP3 yeast inh	APJ agonist	NR3A LBD binder	MPTP block	APJ antag
FC(F)(F)c1cc(-c2ccco2)nc(-n2cnc3ccccc32)n1	-1	-3	2	28	11	-1	0	2.4	0
CC(C)(C)C(=O)Nc1nnc(CCc2ccccc2)s1	-20	-1	2	-41	22	-3	1	0.1	-5
CCCN(CC(=O)Nc1ccccc1C)C(=O)CSc1ccccc1C	4	1	25	18	0	0	0	0.7	-3
COc1ccc(CCNC(=O)c2ccc(S(=O)(=O)N3CCCCC3)cc2)cc1	30	-4	34	21	21	-4	-2	-0.1	-5
Cn1cc(S(=O)(=O)N2CCC3(CC2)OCCO3)c(=O)n(C)c1=O	3	-3	7	6	3	-5	-2	-2.3	10
CC1CCN(S(=O)(=O)c2ccc3c(c2)N(CC(=O)NCCCN2CC(C)CC(C)C2)C(=O)CS3)CC1 (stereo not drawn)	-6	-4	-15	-1	15	-6	0	0.2	16
Cc1onc(-c2c(F)cccc2Cl)c1C(=O)c1ccc(F)cc1	16	-2	20	20	23	-3	-1	-1.5	9
O=C(NC1=NCCS1)C1CC(=O)N(c2ccccc2)C1 (stereo not drawn)	4	1	1	-1	4	1	0	0.7	4
O=C(NCCN1CCN(C(=O)NC2CCCCC2)CC1)NC1CCCCC1	5	-4	0	12	17	-2	-1	-4.7	1
Cc1ccc(C)c(-n2c(SCC(=O)N3CCCC3)nnc2-c2ccccn2)c1	22	-1	9	28	8	0	1	-0.5	-9
O=C(Oc1ccc2ccc(=O)oc2c1)C1CCCCC1	24	-1	28	7	9	-2	0	-1.0	-4
Cn1c(N)c(C(=O)COC(=O)c2ccc(OC(F)F)cc2)c(=O)n(C)c1=O	2	-3	6	17	3	-1	1	0.3	0
COc1ccccc1OCCSc1nc(N)cc(N)n1	0	2	-8	11	-3	2	0	-0.4	6
Cc1c(Cl)c([N+](=O)[O-])nn1CCCC(=O)Nc1cccnc1	0	0	1	5	-1	1	3	2.0	5
CCn1c(SCC(=O)NNC(=O)c2ccco2)nnc1-c1ccco1	5	-1	10	13	-9	-2	0	-1.5	-15
CC1(C)Cc2ccccc2-c2nnc(-c3cccnc3)n21	4	0	6	8	12	1	1	-3.7	16
O=C(CCN1C(=O)S/C(=C\c2ccccc2)C1=O)N1CCCCC1	8	-3	38	44*	9	-3	-1	0.1	-3
Cc1cccc(NC(=S)NNC(=O)c2csc(C(C)C)c2)c1	34	0	10	44*	10	-8	-4	14	29
Cc1ccc(NC(=O)c2cc3ccccc3o2)cc1Cl	38	-3	47	-4	50*	1	35*	1.1	5
O=C(c1cccs1)N(C(=O)c1cccs1)c1ccc(Br)cn1	63*	-4	75*	42*	37	-2	2	2.3	1
COc1cc(NC(=O)C/C(C)=N/NC(=O)Cc2ccc(Cl)cc2)c(OC)cc1Cl	17	-2	24	15	11	-2	-2	1.5	-6
COc1ccccc1S(=O)Cc1ccc(C(=O)O)o1 (stereo not drawn)	-2	-2	16	7	-2	1	-1	-1.3	17
CCn1cc([N+](=O)[O-])c(=O)c2cc(F)c(N3CCOCC3)cc21	-11	-2	-6	15	-9	-3	1	-0.5	0
NC(=O)C1=NOC(CNc2ncc(C(F)(F)F)cc2Cl)C1 (stereo not drawn)	-10	0	2	5	-21	1	-1	0.4	-11
Cc1ccc(NC(=O)CCc2c(C)nn(-c3ccc(N4CCOCC4)nn3)c2C)cc1C	-3	-4	7	-22	5	14	-3	-2.3	-9
SMILES	TIM10 inh	beta cell repl	tim23-1 inh	tim10-1 inh	NALP3 yeast inh	APJ agonist	NR3A LBD binder	MPTP block	APJ antag
CCOc1ccc(NC(=O)Nc2cccc(C)n2)cc1	3	-1	14	17	12	-4	-3	0.5	-9
COc1ccc(Cn2nnnc2C(C(C)C)N2CCc3ccccc32)cc1 (stereo not drawn)	33	-3	40	21	20	-8	10	1.8	1
Nc1cccc(-n2nncc2-c2ccccc2)c1	8	-1	1	16	-7	0	-2	0.7	-8
COc1ccc(NC(=O)CN2CCN(c3c(C)cccc3C)CC2)cc1	8	-4	29	23	21	-2	-1	1.1	10
O=S(=O)(c1ccccc1)c1nc(-c2ccc(F)cc2)oc1N1CCOCC1	5	0	18	-1	-4	-1	-2	-1.0	16
CC1Cc2ccccc2N1Cc1cc(=O)c(OCC(=O)NCCc2ccccc2)co1 (stereo not drawn)	3	0	12	15	12	-5	0	0.0	7
COc1ccc(N(CN2C(=O)C3C4C=CC(C4)C3C2=O)C(=O)c2ccco2)cc1 (stereo not drawn)	12	3	4	16	4	-5	-3	12	2
COc1cc(C(=O)OCC(=O)NC(=O)c2cccn2C)ccc1OC(F)F	-15	0	-14	15	0	0	-2	-0.9	-7
C/C(=N\O)C(=O)NCCN(C)C	4	1	-4	14	3	1	-5	2.1	-7
O=C(/C=C/c1ccccc1)NC(=S)Nc1ccccc1	17	-4	48	10	37	3	-11	0.6	-20
CCOc1ccc(S(=O)(=O)NCC(=O)OCc2nnc(-c3ccccc3)o2)cc1	-1	-3	0	-8	13	-5	0	-0.1	-6
O=C(Cc1ccccc1)NCC(=O)OCC(=O)c1cccs1	12	-1	10	15	14	-4	-2	0.2	-5
O=C(C1CCCCC1)N1CCN=C1SCc1cccnc1	2	4	4	15	4	-3	-1	-1.5	-1
CCOc1ccc(Oc2c(/C=N/NC(N)=O)c(C)nn2-c2ccccc2)cc1	4	-1	17	18	3	-1	-1	2.9	-5
Cc1cc(C(F)F)n2ncc(C(=O)N3CCC(C(N)=O)CC3)c2n1	8	-3	0	4	4	2	2	-1.8	10
O=C(Nc1ccc2c(c1)OCCO2)C1CC(O)CN1C(=O)Nc1ccccc1 (stereo not drawn)	3	0	-9	-13	8	1	1	0.5	14
COC(=O)[C@@H](N)Cc1ccc(O)c(O)c1	12	-6	-6	19	4	0	3	0.1	-3
Cc1nc2ccccn2c1-c1csc(Nc2ccc(C(=O)O)cc2)n1	-1	-1	-14	0	3	-2	1	-0.2	15
CCc1cc(C(=O)NNC(=S)Nc2cc(C)ccc2C)cs1	25	1	7	39	16	-6	0	3.5	20
COc1ccc(-n2c(-c3ccc(Br)cc3)nc(=S)c3c2CCCC3)cc1	40	0	24	30	13	-3	-2	-2.4	11
Cn1cc(CNCCN2CCCCC2=O)c(-c2cccc(Cl)c2)n1	-9	-2	20	12	9	0	0	0.4	-12
COc1ccc(CCC(C)NCCc2ccc(Cl)cc2Cl)cc1 (stereo not drawn)	9	-5	-2	3	33	-2	-5	6.4	10
COc1ccc(N2CCN(C(=O)C3CCN(S(=O)(=O)c4ccc(F)cc4)CC3)CC2)cc1	10	-1	15	21	16	2	-3	-0.9	-1
COc1ccc(NS(=O)(=O)c2ccc(NC(=O)c3ccc(CN4CCOCC4)cc3)cc2)cc1	8	1	-1	2	9	1	-7	4.1	-3
CCCCN(CC)C(=O)c1cc2cc3ccc(Cl)cc3nc2o1	6	-2	27	15	21	0	19*	2.6	5

Brought forward from above: five entries; new compounds follow.
SMILES	TIM10 inh	beta cell repl	tim23-1 inh	tim10-1 inh	NALP3 yeast inh	APJ agonist	NR3A LBD binder	MPTP block	APJ antag
Cn1cc(CNCCN2CCCCC2=O)c(-c2cccc(Cl)c2)n1	-9	-2	20	12	9	0	0	0.4	-12
COc1ccc(CCC(C)NCCc2ccc(Cl)cc2Cl)cc1 (stereo not drawn)	9	-5	-2	3	33	-2	-5	6.4	10
COc1ccc(N2CCN(C(=O)C3CCN(S(=O)(=O)c4ccc(F)cc4)CC3)CC2)cc1	10	-1	15	21	16	2	-3	-0.9	-1
COc1ccc(NS(=O)(=O)c2ccc(NC(=O)c3ccc(CN4CCOCC4)cc3)cc2)cc1	8	1	-1	2	9	1	-7	4.1	-3
CCCCN(CC)C(=O)c1cc2cc3ccc(Cl)cc3nc2o1	6	-2	27	15	21	0	19*	2.6	5
CCOC(=O)CSc1nc2c(sc(=S)n2-c2ccccc2OC)c(=O)n1-c1ccccc1OC	24	-3	29	15	2	-5	-2	-0.3	15
O=C(Cn1c(C(F)(F)F)nc2ccccc21)Nc1ccccc1N1CCOCC1	0	0	3	-6	14	0	1	0.5	14
CCN(CC)S(=O)(=O)c1ccc(C)c(NC(=O)Cc2ccc(S(=O)(=O)N3CCOCC3)s2)c1	13	0	14	11	-15	-3	-8	-0.4	-13
CS(=O)(=O)N(CCc1ccccc1)CC(=O)N1CCc2ccccc2C1	17	-2	15	13	-9	3	1	-0.7	15
COc1ccc(N=C2SCC(c3ccc(C)cc3)=NN2CCO)cc1	12	-1	33	24	15	-1	0	4.8	8
O=C(Cn1c(=O)c2ccccc2n(CC(=O)N2CCCCC2)c1=O)N1CCCCC1	3	3	8	6	13	-5	3	0.1	4
O=S(=O)(NCCSc1ccc(Cl)cc1)c1ccc(F)cc1	41*	-4	31	44*	24	0	-6	41	-8
CN1C(=S)SC(/[N+]([O-])=C\c2ccccc2)C1(C)C (stereo not drawn)	10	-1	8	12	-3	-4	0	0.0	0

NALP3 yeast inh, entries above that show a hit.
| compound | NALP3 yeast inh | APJ agonist | NR3A LBD binder | MPTP block | APJ antag |
| --- | --- | --- | --- | --- | --- |
| Cc1ccc(NC(=O)c2cc3ccccc3o2)cc1Cl | 50* | 1 | 35* | 1.1 | 5 |

Screening results (PubChem)
